# mIAP block: blocks mouse intestinal alkaline phosphatase. purified mouse IAP, CDP-Star luminescence, 30 min. AID 2806. inhibition, % at 10 µM. 330,000 tested, 0.2% active;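 active = inhibition of at least 40% at 10 µM in the primary screen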;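 note: plate controls were DMSO with enzyme for no effect and no enzyme wells for full effect; values of inactives mirror those of a sister screen read the other way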
# PfG6PD inh: PfG6PD (Plasmodium falciparum) enzyme inhibition; PfGluPho enzyme, NADPH resazurin-diaphorase fluorescence; inhibition, % at 20 µM; 350,000 tested, 0.78% active; AID 504690;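 active = inhibition reaching at least a set limit at 20 µM in the primary screen, cut at about 59% in these data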;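 note: 0% = DMSO wells with substrate and 100% = DMSO wells lacking glucose-6-phosphate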
# hIAP block: blocks human intestinal alkaline phosphatase; 330,000 tested, 0.12% active; inhibition, % at 10 µM; purified IAP, CDP-Star luminescence, 30 min; AID 2544; P09923;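 active = inhibition reaching a set limit with compound at 10 µM in the primary screen, cut at about 35% in these data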;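 note: plate controls were DMSO wells with enzyme for no effect and no-enzyme buffer wells for full effect; values of inactives mirror those of a sister screen read the other way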
# Target sequence (P09923 whole entry, looked up): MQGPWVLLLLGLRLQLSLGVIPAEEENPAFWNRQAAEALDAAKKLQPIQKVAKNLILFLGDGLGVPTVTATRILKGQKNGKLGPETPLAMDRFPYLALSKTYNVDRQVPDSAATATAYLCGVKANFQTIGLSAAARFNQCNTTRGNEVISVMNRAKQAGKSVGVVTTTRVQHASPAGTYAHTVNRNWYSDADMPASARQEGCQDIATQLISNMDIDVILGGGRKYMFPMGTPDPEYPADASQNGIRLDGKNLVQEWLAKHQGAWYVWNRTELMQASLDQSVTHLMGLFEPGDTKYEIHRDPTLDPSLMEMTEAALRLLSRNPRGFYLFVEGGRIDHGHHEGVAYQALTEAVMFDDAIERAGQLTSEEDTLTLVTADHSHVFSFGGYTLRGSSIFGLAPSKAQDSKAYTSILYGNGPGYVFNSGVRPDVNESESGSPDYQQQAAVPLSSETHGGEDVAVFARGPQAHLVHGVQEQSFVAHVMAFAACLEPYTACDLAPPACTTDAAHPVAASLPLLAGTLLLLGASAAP
# mIAP act: mouse IAP activation. 330,000 tested, 0.24% active. activation factor at 10 µM. muIAP, CDP-Star luminescence, 30 min; active compounds read high; 1 = vehicle-only enzyme signal, 0 = enzyme-free wells;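 active = activation factor of at least 2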; note: the source names both 10 and 20 µM as test concentration; values of inactives mirror those of a sister screen read the other way
#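 System: Mouse IAP enzyme | Also added: CDP-Star substrate | Dosing: Compounds dispensed in DMSO | Schedule: 30 min enzyme-substrate-compound incubation at room temperature | Technique: Chemiluminescence readout | Control set: DMSO-only wells and no-enzyme negative control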
# ATG4B inh: ATG4B (human) cysteine protease inhibition; 340,000 tested, 0.51% active; Q9Y4P1; ATG4B cleavage of LC3-PLA2, NBD-HPC fluorescence, 1 h; inhibition, % at 8.33 µM; in the data active = inhibition above about 40%
# Target sequence (Q9Y4P1 whole entry, looked up): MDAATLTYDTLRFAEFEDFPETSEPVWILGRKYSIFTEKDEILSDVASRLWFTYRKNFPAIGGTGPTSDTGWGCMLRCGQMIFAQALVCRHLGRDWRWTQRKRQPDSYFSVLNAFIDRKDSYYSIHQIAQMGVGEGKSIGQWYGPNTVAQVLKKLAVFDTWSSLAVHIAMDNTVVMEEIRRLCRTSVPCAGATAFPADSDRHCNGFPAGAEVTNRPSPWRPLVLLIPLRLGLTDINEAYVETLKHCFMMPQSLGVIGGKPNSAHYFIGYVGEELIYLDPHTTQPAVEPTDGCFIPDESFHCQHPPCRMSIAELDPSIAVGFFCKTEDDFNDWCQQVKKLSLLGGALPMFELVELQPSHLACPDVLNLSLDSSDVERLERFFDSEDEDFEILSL
# APOBEC3A inh: inhibitors of human APOBEC3A DNA deaminase; P31941; recombinant A3A, FAM/TAMRA ssDNA deamination fluorescence; inhibition, % at 20 µM; 330,000 tested, 0.41% active; AID 493011;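 active = at least 40% inhibition at 20 µM here, with at most 30% in a related deaminase screen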;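 note: plate controls were A3A with DMSO for no effect and wells lacking A3A enzyme for full effect; some results filed as inactive read as strong as hits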
# hIAP activ: human IAP activation; AID 2524; P09923; 330,000 tested, 0.16% active; activation factor at 10 µM; purified human IAP, CDP-Star luminescence, 30 min; active compounds read high; 1 = vehicle-only enzyme, 0 = enzyme-free background;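 active = activation factor of the enzyme at least 2-fold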; note: the source names both 10 and 20 µM as test concentration; values of inactives mirror those of a sister screen read the other way
# HKDC1 inh: inhibitors of human hexokinase HKDC1; 340,000 tested, 0.16% active; inhibition, % at 20 µM; recombinant HKDC1, G6PDH/diaphorase resazurin coupled fluorescence;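 active = inhibition above about 35% when tested at 20 µM, limit read from the data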;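 note: plate controls were DMSO wells with enzyme for no effect and DMSO wells lacking enzyme for full effect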
#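 Test system: HK5 enzyme. Quantity: 5 µg/mL HK5 final. Reagent: glucose and ATP substrates. Schedule: 90 min reaction incubation at room temperature, dark. Technique: resazurin-to-resorufin fluorescence via G6PDH and diaphorase coupling, 525/613 nm. Control set: DMSO wells with and without enzyme mix.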
# * hit, by the source's call; . = not tested or not shown.
SMILES,mIAP block,PfG6PD inh,hIAP block,mIAP act,ATG4B inh,APOBEC3A inh,hIAP activ,HKDC1 inh
O=C(NC(=S)Nc1c(Cl)ccc2nsnc12)c1ccco1,9,1,4,0.91,-7,3,0.95,7
OCCNc1ncnc2c1ncn2Cc1ccccc1,3,0,-2,0.97,-8,-1,1,-4
COc1ccc(Cl)cc1NC(=S)N1CCN(c2ncccn2)CC1,2,10,-6,0.98,-7,-3,1.1,-2
Nc1ccc(NC(=O)CCN2CCOCC2)cc1,-12,10,10,1.1,-6,-2,0.9,-1
O=C(N[C@H](CO)Cc1ccccc1)c1ccco1,-1,-7,-12,1,3,2,1.1,-3
CC(C)COc1ccc(C(=O)NCc2ccco2)cc1,3,17,9,0.97,-5,-1,0.91,0
CCN(CC)S(=O)(=O)c1cccc(C(=O)N/N=C/c2ccc(OC)c(O)c2)c1,12,-9,-8,0.88,-2,2,1.1,-3
Fc1cccc(Cl)c1CSc1nnc(CNc2ccccc2)o1,-4,-3,4,1,28,8,0.96,-3
CC(C)C(=O)Nc1cccc(C(=O)Nc2ccc(S(=O)(=O)N3CCOCC3)cc2)c1,-4,10,-1,1,-3,-7,1,-2
CCC1CCc2c(sc(NC(=O)C3c4ccccc4Oc4ccccc43)c2C(N)=O)C1 (stereo not given),0,2,12,1,4,-1,0.88,0
COc1ccc(OCCCC(=O)N2CCCc3ccccc32)cc1,-5,4,-24,1,5,-1,1.2,-3
Cc1cc(-c2ccccc2)n2ncnc2n1,1,0,-29,0.99,-6,-3,1.3,-5
CC1CCCCC1NC(=O)CCN1C(=O)C2C3C=CC(C3)C2C1=O (stereo not given),2,-3,0,0.98,-1,1,1,-6
COc1ccccc1N(Cc1cc(=O)[nH]c2ccccc12)C(=O)c1ccccc1,-5,-2,-3,1.1,28,1,1,-2
COc1ccc(/C=N\NC(=O)C2CCCC2)cc1Br,-3,18,-5,1,-4,-2,1.1,-6
O=C(Oc1cccc(Nc2ncnc3ccccc23)c1)c1ccccc1Cl,19,30,-14,0.81,23,3,1.1,2
CCn1nc(C(=O)NCC2COc3ccccc3O2)c2ccccc2c1=O (stereo not given),-1,-12,7,1,-21,-3,0.93,-2
O=C(Nc1ccsc1C(=O)O)c1cccc(C(F)(F)F)c1,9,15,-6,0.91,1,4,1.1,1
O=C(c1cc2cc(Cl)ccc2o1)N1CCCC1,-3,5,-9,1,1,-4,1.1,1
CCOC(=O)CN1C(=O)SC(CC(=O)Nc2nccs2)C1=O (stereo not given),-3,6,-46,1,-7,-2,1.5,-3

# The last two entries of the part above come first, to join the parts.
SMILES,mIAP block,PfG6PD inh,hIAP block,mIAP act,ATG4B inh,APOBEC3A inh,hIAP activ,HKDC1 inh
O=C(c1cc2cc(Cl)ccc2o1)N1CCCC1,-3,5,-9,1,1,-4,1.1,1
CCOC(=O)CN1C(=O)SC(CC(=O)Nc2nccs2)C1=O (stereo not given),-3,6,-46,1,-7,-2,1.5,-3
N#Cc1ccc(Oc2nc(Nc3ccc(F)cc3)nc(N3CCCC3)n2)cc1,-2,13,19,1,-2,-1,0.81,-4
COc1ccc(-c2nc(C#N)c(NCc3ccco3)o2)cc1,-6,10,14,1.1,-11,-2,0.86,7
Cc1c(C(=O)N/N=C/c2cccnc2)nnn1-c1nonc1N,-7,-4,-13,1.1,0,-4,1.1,-5
O=C(CN1C(=O)C2CC=CCC2C1=O)OCCN1C(=O)c2ccccc2C1=O (stereo not given),-4,-12,-15,1,-8,-1,1.1,-4
Cc1cc(C)c(NC(=O)CN(C)CC(=O)N(C)CC(=O)Nc2c(Cl)cccc2Cl)c(C)c1,5,-15,3,0.95,0,19,0.97,0
O=C(CSc1nc2ccccc2c(=O)n1Cc1ccco1)NCCN1C(=O)CSC1=O,1,-5,3,0.99,-5,-5,0.97,-10
CCCC(=O)Nc1sc2c(c1C(=O)Nc1ccccn1)CCCC2,-9,-5,6,1.1,4,-2,0.94,1
CCCn1nc(NS(=O)(=O)c2ccc(F)cc2)c2cc3ccccc3nc21,10,-31,8,0.9,5,-7,0.92,4
CCc1ccc(NC(=O)CS(=O)CC(=O)N2CCN(c3ccccc3F)CC2)cc1 (stereo not given),1,-7,-10,0.99,-7,-2,1.1,4
COc1ccc(NC(=O)Cn2c3ccc(OC)cc3c3nc4n(c(=O)c32)CCS4)cc1,-4,-13,-10,1,8,-8,1.1,-7
CCc1nc2ccccc2c(C(=O)OCC(=O)NC2CC2)c1C,-5,2,13,1.1,-5,4,0.87,-3
CSC(=S)N/N=C/c1c[nH]c2ccccc12,17,21,-8,0.83,-16,-3,1.1,-34
Nc1nc(-c2ccccc2)cc(-c2ccccc2)n1,7,-9,-21,0.93,-4,2,1.2,-4
CCOC(=O)c1sc(=NC(=O)c2ccc(S(=O)(=O)N3CC(C)OC(C)C3)cc2)n(C)c1C (stereo not given),-9,-11,-3,1.1,1,1,1,0
Cc1cc(C)nc(SCc2nnc(SCC(=O)Nc3ccc(C)c(C)c3)n2Cc2ccco2)n1,-23,-13,3,1.2,-25,-2,0.97,1
CCN(Cc1nc(-c2ccc(Cl)cc2)no1)CC1CCCO1 (stereo not given),-2,6,15,1,-6,-2,0.85,-5
O=C(NC(=S)Nc1cccc([N+](=O)[O-])c1)c1ccco1,8,-1,4,0.92,2,-1,0.96,-12
CCOc1ccc(NC(=O)C2CCN(C(=O)N3CCOc4ccccc43)CC2)cc1,-5,1,16,1.1,-5,-6,0.84,-3
C/C(=C\c1ccccc1)C(=O)NCCCn1ccnc1,4,15,1,0.95,-18,0,0.99,-11
COc1cc(Br)cc(CN2CCN(C/C=C/c3ccccc3)CC2)c1O,9,10,13,0.91,-9,-1,0.87,-3

# Entries from the list above with a thiophene ring, fused or not, in the order listed:
SMILES,mIAP block,PfG6PD inh,hIAP block,mIAP act,ATG4B inh,APOBEC3A inh,hIAP activ,HKDC1 inh
CCC1CCc2c(sc(NC(=O)C3c4ccccc4Oc4ccccc43)c2C(N)=O)C1 (stereo not given),0,2,12,1,4,-1,0.88,0
O=C(Nc1ccsc1C(=O)O)c1cccc(C(F)(F)F)c1,9,15,-6,0.91,1,4,1.1,1
CCCC(=O)Nc1sc2c(c1C(=O)Nc1ccccn1)CCCC2,-9,-5,6,1.1,4,-2,0.94,1

# (continued)
SMILES,mIAP block,PfG6PD inh,hIAP block,mIAP act,ATG4B inh,APOBEC3A inh,hIAP activ,HKDC1 inh
O=C(c1cccnc1)C1CCCN(Cc2nc(Cc3ccccc3)no2)C1 (stereo not given),-10,-18,-4,1.1,3,5,1,2
COc1ccc(N=c2oc3c(OC)cccc3cc2C(=O)NCc2ccco2)cc1OC,14,6,8,0.86,1,-2,0.92,18
O=C(Cn1nc(-c2ccc(Cl)cc2)ccc1=O)NCC1COCCO1 (stereo not given),-5,2,5,1.1,-6,2,0.95,-4
Cc1ccccc1NC(=O)CC(C)S(=O)(=O)c1ccc2c(c1)NC(=O)CO2 (stereo not given),-18,-2,12,1.2,5,-2,0.88,1
CCN(CC)C(=O)c1cnn(-c2ccccc2)c1NC(=O)c1ccco1,-9,-8,-7,1.1,8,-2,1.1,-9
COC(=O)c1sc(NC(=O)c2ccc(C)o2)nc1C,-8,-19,-13,1.1,-1,-1,1.1,-2
CNc1ccc(C(=O)OCC(=O)NCc2ccc3c(c2)OCO3)cc1[N+](=O)[O-],14,-9,9,0.86,5,-2,0.91,-5
COc1ccc(-c2csc(NC(=O)CC(C)C)n2)cc1,-8,19,0,1.1,-14,0,1,4
N#CCSc1nc2cc(C(=O)N3CCCC3)ccc2c(=O)n1Cc1ccccc1,4,-9,-2,0.96,-5,-3,1,12
Cc1cc(C(=O)NCC(=O)O)c(C)o1,-1,-6,-26,1,-10,-9,1.3,-2
CC(=O)Nc1ccc(S(=O)(=O)N2CCC(c3nc4c(nnn4Cc4ccccc4Cl)c(=O)[nH]3)CC2)cc1,13,-4,-7,0.87,-13,-3,1.1,3
CCc1nnc(NC(=O)C2CSC3(C)CCC(=O)N23)s1 (stereo not given),0,8,4,0.99,-5,-1,0.96,6
Cc1ccc(NC(=S)N(CCN2CCOCC2)Cc2ccccc2F)cc1Cl,-3,22,-10,1,1,2,1.1,-1
O=C(O)Cn1cnc2c(OCc3ccccc3)ncnc21,-5,12,-4,1.1,.,-7,1,-11
CCCNC(=O)c1onc(CSc2ccncc2)c1C(=O)NCCC,-3,9,-6,1,-1,12,1.1,-4
COC(=O)CCn1[nH]c(=O)c2ccccc2c1=O,0,10,-4,1,0,-3,1,-15
C/C=C/C(=O)Nc1cccc(C2=NOC3(C2)C[C@@H](C(N)=O)N(C(=O)c2cc([N+](=O)[O-])cc([N+](=O)[O-])c2)C3)c1 (stereo not given in full),6,0,-4,0.94,-20,3,1,-2
COC(=O)c1ccc(-c2noc(CN(Cc3nccn3C)C(C)C)n2)cc1,0,-8,-16,1,4,-1,1.2,-8
Nc1ccc2c(c1)N=[N+]([O-])c1cc(N)ccc1C2,1,-7,14,0.99,3,-3,0.86,-5
COc1ccc2c(c1)C(=O)N1[C@H]3c4cc(Cl)ccc4OC[C@@H]3[C@H](c3ccccc3)[C@]1(C)C(=O)N2,-5,-18,4,1,8,-4,0.96,-7
Cc1ccc(/C=N/NC(=O)Cn2nc(C)c(Br)c2C)o1,2,-9,2,0.98,-6,-2,0.97,-6
COc1ccc(C(C)=O)cc1COc1ccccc1[N+](=O)[O-],8,-6,5,0.92,-4,1,0.95,-9
CC(=O)c1c(-c2ccc(Cl)cc2Cl)noc1C,2,5,6,0.98,-9,3,0.94,-6
O=C(Nc1ccn(Cc2ccccc2F)n1)c1ccc(COc2ccc(Br)cc2)cc1,10,2,3,0.91,18,3,0.97,-11
S=c1[nH]nc(C2CCCCC2)n1/N=C/c1cccs1,2,24,8,0.98,-12,0,0.92,2
COc1ccc(OC)c(C2=NS(=O)(=O)N(C)C(C(=O)NCc3cccs3)=C2)c1,5,-10,12,0.95,-7,-1,0.88,4
Nc1ccc(NC(=O)c2ccc(C(=O)Nc3ccc(N)cc3)cc2)cc1,-9,8,8,1.1,3,1,0.92,-2
CCOC(=O)c1c(NC(=O)/C=C/C(=O)O)sc(C)c1-c1ccc(C(C)(C)C)cc1,2,-32,11,0.98,15,6,0.89,10
CCn1nc(C(=O)Nc2ccc3nc(C)sc3c2)c2ccccc2c1=O,-7,-18,0,1.1,-6,4,1,8
COc1ccccc1Nc1nnc(SCc2cc(=O)n3ccsc3n2)s1,-4,67*,6,1,-9,5,0.94,10
CN(Cc1ccccc1)C(=O)c1cccc(NC(=O)C2CCCN(C(=O)OC(C)(C)C)C2)c1 (stereo not given),-20,8,10,1.2,-6,-4,0.9,-2
O=C(c1ccco1)N1CCN(C(=O)N2CCOCC2)CC1,0,-8,8,1,-7,0,0.92,-5
Clc1ccccc1CN(Cc1ccccc1)c1ncnc2nc[nH]c12,-2,-25,-43,1,-16,-4,1.4,8
O=C(Nc1ccon1)c1csc2c1CCCC2,0,18,13,1,-5,1,0.87,9
CCOc1cc(C(=O)OCC(=O)c2cc(C)n(CC3CCCO3)c2C)ccc1OCC(=O)N1CCOCC1 (stereo not given),-5,-8,-7,1,-14,1,1.1,-5
COc1cccc2sc(N(CCN(C)C)C(=O)c3ccc4c(c3)CCCC4)nc12,-2,11,-20,1,-2,2,1.2,0
CCOc1cc(Br)cc(/C=N/NC(=O)c2cccnc2)c1O,12,-40,-27,0.88,6,0,1.3,-32
O=C(NC(Cc1ccccc1)c1ccc2c(c1)OCCCO2)c1ccccc1 (stereo not given),-17,18,-4,1.2,-8,-3,1,-6
CCOC(=O)c1ccc(N(C(=O)c2ccco2)C(C(=O)NC2CCCC2)c2ccncc2)cc1 (stereo not given),-2,-12,-10,1,-3,-3,1.1,-5
CSc1ccc(CCCCCCOC(=O)C(C)(C)C)cc1,8,-3,-8,0.92,5,1,1.1,-1

# From PubChem BioAssay
